Source: PubChem BioAssay (National Center for Advancing Translational Sciences (NCATS))
BCR signal inh = inhibitors of chronic active B-cell receptor signaling | ABC-DLBCL IkBa-CBG/CBR reporter, luminescence ratio, 4 h | Potency, µM (titrated, usually from 46.1 µM), without a hit: top-dose ratio change, negative = lower green/red ratio, most hits filed as inhibitors | actives 0.05% (n = 340,000) | AID 493014; active = well fitted inhibition curve with a large enough effect in the signal ratio, with a control signal flat, not every such curve was filed as active; inconclusive = small, poorly fitted or top-dose-only effect, or effect the other way, or a change in a side signal; the % refers to the signal ratio;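 note: potency is the fitted concentration of half-maximal effect; plate controls were basal doxycycline-induced cells for no effect and cells given 10 µM MG132 for full effect; MG132 reads +100%, hits lower the ratio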
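Concentration-response series (up to 46 uM) were applied to TMD8 dual-reporter cells for 4 h at 37C with doxycycline. Green/red ratio, after filter-overlap correction, defined %Activity; red signal alone was normalised to basal cells and zero luminescence.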
Eya2 phos inh = inhibitors of human Eya2 phosphatase activity; O00167; Potency, µM (top dose mostly 76.9 µM), inactives show top-dose activity, negative = inhibition, actives largely listed as inhibitors; recombinant Eya2, OMFP fluorescence dephosphorylation (OMFP is methylfluorescein phosphate); actives 0.006% (n = 330,000); note: potency is the fitted concentration of half-maximal effect; % is set by controls: 0 for no effect and ±100 for the full control effect
Target sequence (O00167 whole entry, looked up): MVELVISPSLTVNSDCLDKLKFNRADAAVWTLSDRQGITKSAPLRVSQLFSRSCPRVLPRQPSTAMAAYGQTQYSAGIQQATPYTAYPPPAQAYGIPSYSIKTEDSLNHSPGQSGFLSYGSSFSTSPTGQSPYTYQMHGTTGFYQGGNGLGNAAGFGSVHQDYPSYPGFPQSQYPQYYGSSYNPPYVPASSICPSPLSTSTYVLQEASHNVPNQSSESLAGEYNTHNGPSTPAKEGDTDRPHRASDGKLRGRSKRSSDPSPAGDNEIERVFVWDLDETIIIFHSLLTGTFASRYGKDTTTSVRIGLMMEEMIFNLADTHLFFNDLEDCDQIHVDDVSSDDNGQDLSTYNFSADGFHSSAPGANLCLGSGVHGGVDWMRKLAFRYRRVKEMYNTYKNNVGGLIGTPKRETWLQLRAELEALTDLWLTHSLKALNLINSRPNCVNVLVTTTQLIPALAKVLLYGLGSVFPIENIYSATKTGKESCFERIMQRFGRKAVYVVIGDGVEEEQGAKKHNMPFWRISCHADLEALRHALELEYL
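Eya2 protein (added as 0.2 uM solution) was preincubated with compound for 10 min at ambient temperature in 50 mM HEPES pH 7.5, 50 mM NaCl, 5 uM MgCl2, 0.05% BSA, 1 mM DTT. OMFP (added at 50 uM) then reacted 10 min; fluorescence read at 485/525 nm.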
TSHR antagonist = antagonists of human thyroid stimulating hormone receptor | AID 504810 | P16473 | activity change, negative = inhibition, % at 11.5 µM | TSHR-expressing cells, TSH-stimulated cAMP HTRF, 2 h; stronger effect = lower value | actives 0.2% (n = 330,000);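 active = activity change below a set negative limit, meaning inhibition stronger than a set level, cut at about -70% in these data; inconclusive = activity change between two set negative limits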; note: % is set by controls: 0 for no effect and ±100 for the full control effect
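TSHR-expressing cells were treated with compounds, then stimulated with TSH at EC80 (4nM final) for 2 hours at 37 deg C. Cellular cAMP was measured by HTRF competition between lysate cAMP and cAMP-d2 for a cryptate-labelled anti-cAMP antibody.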
A-T KAP1 phos = potential ataxia-telangiectasia treatments restoring KAP-1 phosphorylation; […] A-T fibroblasts, KAP-1 phosphorylation AlphaLISA; neocarzinostatin DNA damage 30 min before lysis; Potency, µM (series often up to 57.5 µM), for inactives: at the highest dose activation, most hits filed as activators; actives 0.19% (n = 320,000); note: potency is the fitted concentration of half-maximal effect; % of control where 0% means no effect; nearly all actives have a fitted effect of over 45% in size
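ATM-like activity read as KAP-1 phosphorylation via AlphaLISA donor/acceptor antibody pairs after lysis and 6 hr at 25C. Cells were ATM-null patient fibroblasts ([…], hTERT), dosed 60 min, then exposed to the DSB inducer NCS for 30 min.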
ASM inhibitor = inhibitors of human secretory acid sphingomyelinase; P17405; actives 0.006% (n = 340,000); AID 504937; Potency, µM (top dose mostly 57.5 µM), inactives show at the top dose activity change, negative = inhibition, most hits filed as inhibitors; placental ASM, HMU-PC fluorogenic substrate, 60 min; note: potency is the fitted concentration of half-maximal effect
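HMU-PC0 cleavage (9 uM final) by human placental ASM, 60 min at 37 °C following 10 min compound exposure at RT; stopped at pH 10, fluorescence Ex 386/Em 447 nm.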
TCR act = T cell receptor activation; 330,000 tested, under 10 active; primary human leukocytes, anti-CD3, IL-2 HTRF, 48 h; AID 504894; Potency, µM (titrated, usually from 9.22 µM), for the others: at the highest dose activation of IL-2 secretion, hits mostly activators; note: % of control where 0% means no effect
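HTRF read-out of IL-2 secretion: europium cryptate donor excited at 320nm, d2 acceptor emission at 665nm. Cells were primary human leukocytes incubated 48 hr with compounds and a-CD3 beads, supplying TCR signal only.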
ELG1 DNA repair = blocks ELG1-dependent DNA repair in HEK293T cells. actives 2.3% (n = 330,000). Potency, µM (highest dose often 46.1 µM), for inactives: at the highest dose activity change, negative = inhibition, usual class: inhibitors. HEK293T ELG1-luciferase reporter, luminescence, 16 h; DNA damage induced by 5-fluorouridine; note: potency is the fitted concentration of half-maximal effect; % is set by controls: 0 for no effect and ±100 for the full control effect; nearly all actives have a fitted effect of over 55% in size
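HEK293T cells expressing luciferase-tagged ELG1 (2,000/well) received 5-Fluorouridine plus compound or DMSO for 16 hr at 37 °C. Luciferase was read by ONE-Glo luminescence after 30 min at room temperature.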
Mito fusion yeast = inhibitors of mitochondrial division or activators of mitochondrial fusion. S. cerevisiae fusion-defective mutant growth rescue, CellTiterGlo 48 h. Potency, µM (doses to about 46.1 µM), for inactives: at the highest dose growth rescue (activation), actives largely listed as activators. actives 0.23% (n = 320,000). AID 485298;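 note: potency is the fitted concentration of half-maximal effect; % of control where 0% means no effect; nearly all actives have a fitted effect of over 45% in size; temperature-sensitive fusion mutants such as fzo1-1 at 37 °C on non-fermentable ethanol glycerol medium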
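Growth-rescue viability read-out: after 48 h at the non-permissive 37C in glycerol/ethanol YPEG, yeast mitochondrial fusion mutants are measured by CellTiterGlo luminescence; compounds (23 nl pinned per well) restoring growth score as division inhibitors or fusion activators.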
PTAP TSG101 blk = blocks PTAP/TSG101 interaction to inhibit HIV-1 budding | 340,000 tested, under 10 active | AID 493005 | Q99816 | Fluorescence polarization, FITC-PTAP peptide / Tsg101 binding | Potency, µM (top dose mostly 115 µM), for inactives: at the top dose activity change, negative = inhibition, actives largely listed as inhibitors; active = well fitted inhibition curve with a large enough effect in the main read-out, with a control signal flat, not every such curve was filed as active; inconclusive = small, poorly fitted or top-dose-only effect, or effect the other way, or a change in a side signal; inactive = no such curve, though single readings can be large or run the other way; note: potency is the fitted concentration of half-maximal effect; % of control where 0% means no effect
Target sequence (Q99816 whole entry, looked up): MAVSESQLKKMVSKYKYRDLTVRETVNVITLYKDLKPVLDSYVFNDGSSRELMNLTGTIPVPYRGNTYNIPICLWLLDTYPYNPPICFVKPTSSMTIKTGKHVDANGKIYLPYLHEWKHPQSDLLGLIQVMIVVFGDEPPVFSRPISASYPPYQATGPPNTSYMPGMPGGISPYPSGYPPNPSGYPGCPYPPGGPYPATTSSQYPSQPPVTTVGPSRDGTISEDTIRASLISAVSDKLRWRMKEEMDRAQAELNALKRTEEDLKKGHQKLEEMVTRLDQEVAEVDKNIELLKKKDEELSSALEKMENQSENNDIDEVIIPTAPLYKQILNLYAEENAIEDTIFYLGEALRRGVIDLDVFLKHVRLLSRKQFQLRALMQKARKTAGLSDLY
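Compounds were pin-transferred onto Tsg101 binding domain (10 uM final) in HEPES pH 7.5 buffer, then FITC-PTAP peptide was added at 50 nM final. After 20 min at RT, polarization reported peptide displacement across a qHTS concentration series.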
a7 integrin act = integrin-mediated muscular dystrophy alleviation activation; actives 0.064% (n = 350,000); Potency, µM (series often up to 38.3 µM), inactives show at the top dose activation, actives largely listed as activators; AID 624291; alpha7betagal myoblasts, beta-gal FDG fluorescence, 48 h;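 note: potency is the fitted concentration of half-maximal effect; 100% = response of the positive control SU9516; nearly all actives have a fitted effect of over 60% in size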
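Alpha7betagal+/- myoblasts (passage 13) were plated 16-24 hr, then exposed to compounds (1:260 dilution of DMSO stock) for 48 hours at 37C. After MPER lysis, β-galactosidase reporter activity was read as FDG fluorescence (ex 480/em 540) after 30 minutes.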
Tb PFK inh = blocks T. brucei phosphofructokinase; O15648; T. brucei PFK, ADP-Glo luminescence; Potency, µM (doses to about 57.5 µM), for the others: top-dose activity, negative = inhibition, most hits filed as inhibitors; actives 0.17% (n = 330,000); AID 485367;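 note: potency is the fitted concentration of half-maximal effect; 0% = uninhibited 1x PFK enzyme wells and -100% = no-enzyme wells; nearly all actives have a fitted effect of over 60% in size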
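PFK 1.25 nM, F6P 0.5 mM, ATP 0.1 mM, 0.1 M TEA pH 8.0, 5 mM MgCl2, 0.01% Tween20, 0.1% BSA; 45 min RT. ADP-Glo readout. qHTS titration up to 57 uM; curves fitted, compounds curve-classed.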
* marks the source's active call; other numbers are inactive results; u = inconclusive; x = no result given; [ ] = dose if it differs, or a comment. Unless noted, calls come from the whole dose curve; as a rule, active = well fitted curve in the direction sought with a large enough effect; inconclusive = small, poorly fitted or top-dose-only effect, or another doubt; inactive = no such curve, though single readings can be large; an effect the other way counts as inactive or inconclusive.

SMILES	BCR signal inh	Eya2 phos inh	TSHR antagonist	A-T KAP1 phos	ASM inhibitor	TCR act	ELG1 DNA repair	Mito fusion yeast	PTAP TSG101 blk	a7 integrin act	Tb PFK inh
COc1ccc(/C=N\NC(=O)c2ccccc2Br)cc1COc1ccccc1	-11%	4%	0	4%	-11%	-3%	6%	8%	0%	-11%	5%
COC(=O)c1cccc(NC(=O)Cc2ccsc2)c1	5%	1%	14	0%	5%	-4%	17%	3%	-5%	1%	5%
COC(=O)COc1ccc(S(=O)(=O)NCc2ccncc2)cc1	u	1%	-23	5%	1%	-2%	u	5%	0%	-12%	-2%
COc1ccc(NC(=O)c2cc3cccc(OC)c3oc2=Nc2ccc(C(=O)O)cc2)cc1OC	u	-4%	-8	6%	-2%	-6%	u	0%	-6%	19%	0%
COc1ccc(-n2c(=O)c3ccccc3n(CC(=O)NC3CCCCC3)c2=O)cc1	-3%	0%	-3	-5%	-2%	2%	5%	-2%	2%	2%	1%
COc1ccccc1C1OC(c2cccc([N+](=O)[O-])c2)=NN1C(C)=O (configuration not stated)	3%	1%	-8	7%	0%	4%	-13%	-1%	-5%	-6%	5%
COC(=O)c1ccc(C2C(C(=O)Nc3ccc(C)cc3C)=C(C)Nc3ncnn32)cc1 (configuration not stated)	-7%	-3%	0	5%	10%	2%	11%	-2%	-3%	5%	5%
Cc1ccc(CC(=O)NC2CCSC2=O)cc1 (configuration not stated)	5%	-10%	17	11%	-5%	-2%	-9%	3%	-5%	9%	0%
CCN(CC)CCNC(=O)Cn1cnc2sc(C)c(S(=O)(=O)N3CCC(C)CC3)c2c1=O	0%	3%	18	-8%	-15%	0%	3%	1%	-3%	10%	-7%
O=C(COC(=O)c1ccc(N2CCCC2=O)cc1)NCc1ccco1	u	-5%	9	-2%	3%	1%	11%	-1%	-3%	-9%	0%
CCN(CC)CC(=O)Nc1ccc(Oc2ccc(NC(=O)CN(CC)CC)cc2)cc1	-11%	-10%	14	0%	6%	2%	0%	u	-7%	-68%[inhibitor]	-1%
CSC1=C(C#N)C(c2ccc(Cl)cc2)C2=C(CC(C)(C)CC2=O)N1 (configuration not stated)	-1%	10%	5	12%	39%[activator]	-1%	18µM*	7%	-3%	15%	-5%
NC(=O)CC[C@@H]1NC(=O)[C@@H]2CCCN2C(=O)c2cc([N+](=O)[O-])cc(I)c2NCCC[C@@H](C(N)=O)NC1=O	0%	-13%	-1	-4%	-4%	2%	9%	-3%	-3%	7%	0%
CCc1cccc(NS(=O)(=O)c2ccc3c(c2)NC(=O)CO3)c1	0%	-20%	4	7%	6%	-10%	-1%	16%	-8%	-1%	-1%
COCCN1C(=O)N(c2ccc(OC)cc2)C(=O)C1CC(=O)Nc1cccc(F)c1 (configuration not stated)	5%	-3%	12	-9%	-1%	-8%	-5%	-1%	0%	0%	0%
COc1ccc(-c2c(-c3cc(OC)cc(OC)c3)n(C)c3ccc(-c4ccn[nH]4)cc23)cc1	-1%	-17%	45	-15%	12%	-2%	6.5µM*	10µM*	-1%	6%	3%
Cc1ccc(OCCN2C(=O)C(=O)c3cc(C)ccc32)cc1	u	-7%	8	-1%	-12%	3%	-1%	-1%	-4%	-7%	1%
C[C@@H]1CC=C[C@H]2[C@H]1C(=O)N(Cc1ccccc1)[C@H]2c1ccc(F)c(/C=C/c2ccccc2)c1	5%	-7%	-5	-6%	-8%	2%	2%	20%	0%	27%	3%
O=C(CC12CC3CC(CC(Br)(C3)C1)C2)OCCN1CCCCC1	-1%	3%	-8	-1%	3%	1%	0%	5%	0%	-13%	-1%
CNC(=S)Nc1ccc(OC(F)(F)F)cc1	u	3%	-5	0%	-3%	-1%	7%	9%	-1%	-7%	-11%
Cc1cc(-c2ccccc2)oc(=O)c1NC(=O)c1ccccc1	4%	-8%	-2	-3%	-3%	0%	0%	11%	-1%	-174%[inhibitor]	3%
Cc1ccc2nc3sc(C(=O)Nc4ccc(N5CCOCC5)cc4)c(N)c3cc2c1	u	23%	-10	1%	x	x	-13%	-6%	x	x	-4%
Cc1ccc(NC2CCCN(C(=O)c3ccccn3)C2)cc1C (configuration not stated)	-2%	-4%	1	-5%	0%	-1%	-2%	-1%	-11%	-19%	-7%
Cc1ccc(NC(=O)C2=CN3CCS(=O)(=O)N=C3C=C2)cc1	5%	-2%	4	4%	-1%	0%	16%	x	-1%	-12%	0%
CCOC(=O)C1CCCCN1Cc1cccc(Oc2ccccc2)c1 (configuration not stated)	1%	u	-11	4%	0%	16%	-2%	2%	-3%	15%	-1%
O=C(CC1C(=O)N(c2ccccc2)C(=S)N1c1ccccc1)c1ccccc1 (configuration not stated)	-10%	-3%	-7	0%	-3%	3%[46.1 µM]	-12%	u	-6%	u	-1%
O=C1Nc2ccc(S(=O)(=O)N3CCCC3C(=O)O)c3cccc1c23 (configuration not stated)	-5%	17%	7	1%	32%	3%	4%	-1%	-3%	u	2%
Cc1ccc(S(=O)(=O)ON2C(=O)c3ccccc3C2=O)c(C)c1	u	-2%	30	1%	2%	1%[46.1 µM]	-22%	6%	-4%	9%	7%
Cn1c(=O)c2c(nc(CN3CCOCC3)n2CCCO)n(C)c1=O	3%	6%	8	4%	2%	-5%	14%	5%	-7%	16%	5%
COc1ccc(C)cc1NC(=O)CN1C(=O)COc2ccc(S(=O)(=O)N3CCC(C)CC3)cc21	2%	5%	16	5%	-9%	-9%	6%	2%	-2%	66%	1%
O=C(CSc1ccc(Cl)cc1)N/N=C/c1cccnc1	u	3%	5	-7%	-2%	-22%	-2%	18%	-1%	0%	u
CCc1nnc(NC(=O)CCC(=O)NCc2ccc(OC)cc2)s1	7%	-1%	-1	9%	-1%	0%	11%	-1%	-2%	4%	0%
O=C(NC1CCCCC1)Oc1cccc2ccccc12	-1%	1%	-18	0%	-2%	1%	7%	3%	-5%	0%	-1%
NC(=NC(=O)c1ccccc1)N1CCN(C(c2ccccc2)c2ccccc2)CC1	2%	-29%	-4	3%	-10%	3%	u	-3%	-3%	-59%[inhibitor]	2%
O=C1CSCN1c1cc(Cl)ccc1Cl	0%	-2%	12	-4%	3%	-1%	0%	4%	1%	33%	3%
Cc1ccc(NC(=O)NC2CCCN2S(=O)(=O)c2ccc(Cl)cc2)cc1 (configuration not stated)	11%	8%	-8	7%	2%	0%	-5%	1%	-13%	26%	-4%
COC(C(=O)Nc1ccc(Br)cc1F)c1ccccc1 (configuration not stated)	5%	-1%	30	15%	2%	-1%	6%	0%	-1%	8%	-8%
COc1ccc(S(=O)(=O)N(CC(=O)NCc2ccco2)c2ccc(F)cc2)cc1	19%	2%	-9	0%	4%	-3%	-3%	6%	-2%	4%	3%
CN(C)Cc1cc2ccccc2c2c1COC2	0%	u	14	u	3%	-1%	9%	-6%	0%	9%	-1%
O=C(N/N=C/c1ccccc1O)/C(=C/c1ccccc1)CCO	-4%	6%	-5	4%	x	8%[46.1 µM]	u	-2%	-7%	-25%	-9%
CC(=O)CC(=O)Nc1ccccc1NC(C)=O	u	16%	8	1%	0%	3%	8%	-3%	0%	7%	-2%
Cc1ccc(CNC(=O)CCC2CCCN(Cc3cc4ccccc4o3)C2)o1 (configuration not stated)	-8%	-22%	8	-1%	-7%	0%	u	-1%	1%	-30%	3%
CCN(CC)S(=O)(=O)c1cccc(C(=O)OCC(=O)NCCN2C(=O)CSC2=O)c1	0%	-13%	7	20%	4%	-2%	22%	-11%	-3%	17%	-1%
O=[N+]([O-])c1ccc(CSc2nnc(Cc3ccccc3)o2)cc1	u	-5%	-5	0%	-3%	4%	-14%	15%	-6%	21%	-5%
